Screening data as filed in PubChem BioAssay.
12-LOX inh = Primary qHTS assay for inhibitors of human arachidonate 12S-lipoxygenase (ALOX12): Round 2 | Potency, µM (highest dose often 108 µM), for the others: at the top dose activity change, negative = inhibition, usual class: inhibitors | Polyunsaturated fatty acid lipoxygenase ALOX12 (Homo sapiens), P18054 | 1.1% of 580,000 active | purified 12hLO, xylenol orange hydroperoxide absorbance; also: potency is read from the fitted curve at half-maximal effect; % is scaled to controls: 0 for no effect and ±100 for the full control effect
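Hydroperoxide product was detected by ferrous iron/xylenol orange as the 573 to 405 nm absorbance ratio. Arachidonic acid at 40 uM (final) was turned over for 30 min at room temperature by 150 nM human 12hLO, pH 7.0 Hepes buffer, after 15 min compound preincubation.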
BAZ2B block = qHTS Assay for Inhibitors of BAZ2B; Bromodomain adjacent to zinc finger domain protein 2B (Homo sapiens), Q9UIF8; AlphaScreen BAZ2B-H3K14Ac peptide displacement; Potency, µM (top dose mostly 114 µM), without a hit: at the highest dose activity change, negative = inhibition, actives largely listed as inhibitors; 4.4% of 360,000 active; AID 504333, 2011; also: potency is read from the fitted curve at half-maximal effect; % is scaled to controls: 0 for no effect and ±100 for the full control effect; nearly all actives have a fitted effect of over 60% in size
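Protein-peptide AlphaScreen: BAZ2B 50 nM, b-H3K14Ac 50 nM, 1x PBS pH 7.4 + 0.01% Tween-20. Preincubation 30 min RT; cpd 30 min RT (top 110 uM); beads 20 min RT, light-protected.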
PI4K2A block = qHTS for small molecular inhibitors of PI4K2A; Phosphatidylinositol 4-kinase type 2-alpha (Homo sapiens), Q9BTU6; purified PI4K2A, ADP-Glo luminescence, 1 h; hits give low values; activity change, negative = inhibition, % at 76.9 µM; 0.13% of 420,000 active; AID 1346378, 2018; in the data active = activity change below about -50%; inconclusive = mostly about -30% to -49%;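 also: -100% = wells without enzyme as full effect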
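In this quantitative HTS, ADP production by PI4K2A was quantified luminescently after 1 h at ambient temperature; 100 microM adenosine served as plate-quality control.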
GLS inhibitor = qHTS for Inhibitors of Glutaminase (GLS); Potency, µM (doses to about 45.5 µM), inactives show top-dose activity change, negative = inhibition, most hits filed as inhibitors; GLS enzymatic activity, qHTS titration; 0.21% of 410,000 active; Glutaminase kidney isoform, mitochondrial (Homo sapiens), O94925; AID 624170, 2012; also: potency is read from the fitted curve at half-maximal effect; % is scaled to controls: 0 for no effect and ±100 for the full control effect
Target sequence (O94925 whole entry, looked up, canonical isoform): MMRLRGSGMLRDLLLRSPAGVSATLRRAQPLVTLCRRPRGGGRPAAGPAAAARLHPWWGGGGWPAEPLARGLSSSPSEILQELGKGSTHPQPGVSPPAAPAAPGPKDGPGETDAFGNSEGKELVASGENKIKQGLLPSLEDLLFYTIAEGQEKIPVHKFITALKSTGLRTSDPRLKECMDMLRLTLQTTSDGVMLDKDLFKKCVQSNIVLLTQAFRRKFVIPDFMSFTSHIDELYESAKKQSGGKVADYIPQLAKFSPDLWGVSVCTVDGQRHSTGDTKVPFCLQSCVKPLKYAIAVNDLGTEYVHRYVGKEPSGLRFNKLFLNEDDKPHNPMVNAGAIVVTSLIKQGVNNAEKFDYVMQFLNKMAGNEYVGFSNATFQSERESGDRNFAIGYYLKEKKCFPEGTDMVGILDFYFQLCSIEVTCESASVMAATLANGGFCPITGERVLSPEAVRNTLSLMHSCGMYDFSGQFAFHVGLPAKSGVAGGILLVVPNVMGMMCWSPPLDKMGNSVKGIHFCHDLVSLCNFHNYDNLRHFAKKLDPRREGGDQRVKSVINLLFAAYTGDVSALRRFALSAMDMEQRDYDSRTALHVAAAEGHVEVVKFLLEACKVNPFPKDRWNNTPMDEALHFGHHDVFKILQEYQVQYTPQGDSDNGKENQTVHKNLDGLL
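Two-point fluorescence kinetic (t0, 30 min RT) for hKGA; glutamate detected via glutamate oxidase–HRP–Amplex Red. Substrate: 1 mM L-glutamine solution; buffer 45 mM KH2PO4, pH 8.2.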
JMJD2A Tudor inh = qHTS Assay for Inhibitors of JMJD2A-Tudor Domain; AID 504339, 2011; AlphaScreen JMJD2A-Tudor / H3K4me3 peptide binding; 4.4% of 390,000 active; Potency, µM (doses to about 114 µM), for inactives: top-dose activity change, negative = inhibition, actives largely listed as inhibitors; also: potency is read from the fitted curve at half-maximal effect; % is scaled to controls: 0 for no effect and ±100 for the full control effect; nearly all actives have a fitted effect of over 50% in size
RGS4 inh = Inhibitors of Regulator of G Protein Signaling (RGS) 4: qHTS | Regulator of G-protein signaling 4 (Homo sapiens), P49798 | Transcreener GDP fluorescence polarization, RGS4-accelerated GTP hydrolysis | Potency, µM (highest dose often 114 µM), inactives show at the top dose activity change, negative = inhibition, most hits filed as inhibitors | 0.039% of 390,000 active; also: potency is read from the fitted curve at half-maximal effect; % is scaled to controls: 0 for no effect and ±100 for the full control effect; nearly all actives have a fitted effect of over 75% in size; some results filed as inactive show a strong effect at the top dose
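MLSMR compounds (23 nl, pin-transferred) preincubated 10 min at room temperature with a 500nM (2x) first reagent, then RGS4 at 900nM (2x) plus Transcreener GDP mix added; fluorescence polarization (620/688 nm) read before and after 90 min at 30 °C.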
G9a inh = qHTS Assay for Inhibitors of Histone Lysine Methyltransferase G9a; Histone-lysine N-methyltransferase EHMT2 (Homo sapiens), Q96KQ7; G9a H3K9 monomethylation, AlphaScreen, 2 h; Potency, µM (titrated, usually from 102 µM), inactives show top-dose activity, negative = inhibition, hits mostly inhibitors; 8.8% of 350,000 active; AID 504332, 2011; also: potency is read from the fitted curve at half-maximal effect; % is scaled to controls: 0 for no effect and ±100 for the full control effect; nearly all actives have a fitted effect of over 75% in size
Target sequence (Q96KQ7 913-1193 limits assumed): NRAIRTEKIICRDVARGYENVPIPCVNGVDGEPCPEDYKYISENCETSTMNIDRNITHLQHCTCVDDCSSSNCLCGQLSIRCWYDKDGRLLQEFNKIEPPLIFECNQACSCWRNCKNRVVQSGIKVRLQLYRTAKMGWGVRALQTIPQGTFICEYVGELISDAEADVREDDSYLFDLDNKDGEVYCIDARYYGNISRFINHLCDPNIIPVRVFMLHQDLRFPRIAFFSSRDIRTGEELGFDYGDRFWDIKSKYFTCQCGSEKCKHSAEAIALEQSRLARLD
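Methyltransferase reactions run at room temperature for 2 h (20 nM enzyme, 500 nM biotin-H3K9 peptide, 20 uM SAM) after a 15 min compound preincubation; product detected by AlphaScreen beads and anti-H3K9me1 antibody.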
ERG Ets-DNA blk = qHTS for Small Molecule Inhibitors of the ERG Ets/DNA interaction; Potency, µM (titrated, usually from 76.9 µM), for inactives: at the top dose FP activity, negative = inhibition, actives largely listed as inhibitors; Transcriptional regulator ERG (Homo sapiens), P11308; 0.028% of 370,000 active; fluorescence polarization, His-ERG Ets domain / labelled DNA; active = well fitted inhibition curve with a large enough effect in the polarisation, with a control signal flat; inconclusive = small, poorly fitted or top-dose-only effect, or effect the other way, or a change in a side signal; inactive = no such curve, though single readings can be large or run the other way; the % refers to the polarisation;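 also: polarization taken with two DNA probes labelled with fluorescein and Texas red; potency is read from the fitted curve at half-maximal effect; % of control where 0% means no effect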
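His-tagged ERG Ets domain (1 uM in the protein solution; 300mM KCl, 50mM Tris-HCl, 1mM EDTA, 1mM DTT, pH 7.5) received compound, then a probe mix of 5 nM fluorescein-DNA and 100nM Texas-615-DNA. Fluorescence polarization was read for both dyes.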
HP1b chromo inh = HTS for Inhibitors of HP1-beta Chromodomain Interactions with Methylated Histone Tails. Chromobox protein homolog 1 (Homo sapiens), P83916. AlphaScreen HP1-beta / biotin-H3K9me3 peptide binding. Potency, µM (titrated, usually from 114 µM), inactives show at the top dose activity change, negative = inhibition, most hits filed as inhibitors. 0.56% of 390,000 active. AID 540317, 2011; also: potency is read from the fitted curve at half-maximal effect; nearly all actives have a fitted effect of over 70% in size; inactives centre near 23
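HP1-beta protein (50 nM final) preincubated 30 min at room temperature with biotinylated H3(1-18)K9me3 peptide (50 nM) in PBS pH 7.4, 0.01% Tween-20, then compound added for 30 min. AlphaScreen streptavidin donor/nickel chelate acceptor beads (10 ug/mL final), 30 min dark, luminescence read.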
Numbers without * were called inactive; ? = inconclusive; · = no result given; ! = not confirmed by another sample; [ ] = another dose, or the depositor's remark. Unless noted, calls follow the shape of the dose curve; as a rule, active = well fitted curve in the direction sought with a large enough effect; inconclusive = small, poorly fitted or top-dose-only effect, or another doubt; inactive = no such curve, though single readings can be large; an effect the other way counts as inactive or inconclusive.

1) COc1ccccc1NC(=O)CSc1nnc(CNC(=O)COc2ccc(Cl)cc2)o1
2) O=C(NC(Cc1c[nH]c2ccccc12)C(=O)N/N=C/c1cccc2ccccc12)c1cccs1 (stereo unspecified)
3) COCCn1c(C(F)(F)F)ccc(NC(=O)c2ccccc2)c1=O
4) CC(C)c1ccc(CN(C)C(=O)c2ccc(S(=O)(=O)NCc3ccco3)cc2)cc1
5) Cc1nc(SCc2ccc(C(=O)O)cc2)nc2c1CCCC2
6) COCCCNC(=O)Cn1cnc2c(NCc3ccccc3)ncnc21
7) CC(C)N(C(=O)CN1CCN(C(=O)C2COc3ccccc3O2)CC1)C(C)C (stereo unspecified)
8) Cc1cc(C)c2c(N)c(C(=O)NN)sc2n1
9) CCN(CC)c1ccc(NC(=O)C(Cc2ccccc2)NS(=O)(=O)c2ccc(Br)s2)c(C)c1 (stereo unspecified)
10) COCCCNCCOCCOc1ccc(Cl)cc1C(C)(C)C

screen / no. | 1 | 2 | 3 | 4 | 5 | 6 | 7 | 8 | 9 | 10
12-LOX inh | -3% | -1% | 1% | 195%[activator] | -4% | 15% | 2% | 0% | ? | ?
BAZ2B block | -10% | ? | 4% | ? | -19% | · | 7% | -35% | -15% | ?
PI4K2A block | -2 | 0 | -10 | -6 | 0 | -4 | 1 | -2 | 1 | -1
GLS inhibitor | 7% | 2% | 2% | -3% | 0% | -8% | -3% | 18% | 8% | -14%
JMJD2A Tudor inh | -12% | -35% | -12% | ? | -6% | -16% | -11% | -6%[11.4 µM] | ? | 20µM*
RGS4 inh | -10% | 1%[11.4 µM] | -18% | 20% | 7% | 10% | 6% | 6%[11.4 µM] | 2% | -31%
G9a inh | -4%[59 µM] | 2%[59 µM] | 12% | -3%[2.33 µM] | · | · | -10%[12.7 µM] | -43% | ? | 8.9µM*
ERG Ets-DNA blk | -1% | 7% | 1% | 9% | -4% | -6% | 1% | -3% | -3% | ·
HP1b chromo inh | 30% | 34% | 13% | 10% | 15% | 40% | 20% | 50%[activator] | 2% | -34%

11) COc1ccc2oc(C(=O)OCC(=O)N3CC(C)CC(C)C3)c(C)c2c1 (stereo unspecified)
12) NS(=O)(=O)c1ccc(CCNC(=O)CCC2COc3ccccc3O2)cc1 (stereo unspecified)
13) Cn1c(=O)[nH]c(=O)c2c1nc(N1CCCCCC1)n2CCOc1ccccc1
14) O=C(COC(=O)c1cccnc1Nc1cccc(C(F)(F)F)c1)NC1CCS(=O)(=O)C1 (stereo unspecified)
15) COc1cc(OC)cc(C(=O)n2cnnc2N)c1
16) CCN1c2ccccc2-c2nc(SCC(=O)Nc3cccc(C)c3C)ncc2S1(=O)=O
17) CCN(CC)S(=O)(=O)c1ccc(NC(=O)CN(c2cccc(C)c2)S(C)(=O)=O)cc1
18) Cc1nn(CC(=O)NCCCN2CCN(Cc3ccccc3)CC2)c(=O)c2cc(-c3ccccc3)nn12
19) COc1ccccc1N1CCN(/N=C/c2cc(OC)c(O)c(OC)c2)CC1
20) O=C(CNC(=O)c1ccc(Br)o1)Nc1ccncc1

screen / no. | 11 | 12 | 13 | 14 | 15 | 16 | 17 | 18 | 19 | 20
12-LOX inh | -1% | 11% | 61%[activator] | 0% | -20% | ? | -4% | -31% | -24% | -17%
BAZ2B block | -5% | 0% | -10% | 1% | -32% | 2% | -3% | -17% | ? | 11%
PI4K2A block | 2 | 0 | -4 | -3 | 4 | -1 | -1 | 2 | -2 | 4
GLS inhibitor | 13% | 6% | 0% | 8% | -3% | -10% | 5% | 7% | -9% | 2%
JMJD2A Tudor inh | -8% | 1% | -15% | -9% | -6% | 1% | 9%[11.4 µM] | -6% | 89µM* | -9%
RGS4 inh | -29% | -6% | 32% | 1% | -12% | 6% | -8%[11.4 µM] | 1% | 4% | 7%
G9a inh | ? | -12%[59 µM] | 10% | ? | 45µM* | -5%[59 µM] | -11%[59 µM] | 4% | 13µM* | 15%
ERG Ets-DNA blk | 22% | -7% | -11% | -2% | -1% | 2% | -2% | 1% | 4% | 12%
HP1b chromo inh | 35% | 21% | 21% | 27% | 35% | 19% | 52%[activator] | 28% | -41% | 11%

21) COc1cccc(CNC(=O)N[C@@H](C)C(=O)O)c1
22) COc1ccc(N(C(=O)COc2ccc(C)cc2)S(=O)(=O)c2ccc(C)cc2)cc1
23) CCC1(c2ccccc2)NC(=O)N(CC(=O)N2CC(=O)Nc3ccccc32)C1=O (stereo unspecified)
24) COc1cc2c(cc1OC)CN(C(=O)C1CCCN1S(=O)(=O)c1ccc(F)cc1)CC2 (stereo unspecified)
25) Cc1cnc(NC(=O)c2ccc(-c3nc4ccccc4s3)o2)s1
26) CN(CC(=O)Nc1cccc(F)c1)CC(=O)Nc1ccccc1Oc1ccccc1
27) CCc1[nH]c(=S)c(C#N)c(-c2ccccc2)c1C(=O)OC
28) O=C(c1ccc(CSc2ccccc2)cc1)N1CCN(c2ccccc2)CC1
29) O=C(CCc1nc2ccccc2[nH]1)Nc1ccc(F)cc1
30) O=C(O)Cc1csc(NC(=O)CSc2cccc(C(=O)O)n2)n1

screen / no. | 21 | 22 | 23 | 24 | 25 | 26 | 27 | 28 | 29 | 30
12-LOX inh | 8% | -12% | 10% | 0% | -1% | -66% | ? | 6% | 0% | -46%
BAZ2B block | -1% | -12% | 10% | ? | 2% | 25µM* | -6% | ? | 5% | -39%
PI4K2A block | 1 | 21 | -2 | -1 | -6 | 5 | -1 | 3 | -4 | -1
GLS inhibitor | 0% | 7% | 6% | -5% | -14% | -1% | 3% | -3% | 1% | 1%
JMJD2A Tudor inh | -15% | 3% | -5% | -18% | -8%[11.4 µM] | 10µM* | ? | -23% | -12% | 89µM*
RGS4 inh | 19% | -18% | -32% | -14% | -1%[11.4 µM] | 4% | -40% | -9% | -24% | -3%
G9a inh | -2% | 8%[59 µM] | -13%[2.33 µM] | -6% | 3%[59 µM] | 8.9µM* | 16µM* | ? | -2%[12.7 µM] | ·
ERG Ets-DNA blk | 9% | 2% | · | -2% | -2% | -6% | 2% | 9% | -9% | -6%
HP1b chromo inh | 26% | 33% | 39%[activator] | 22% | 52%[activator] | ? | 20% | 19% | 28% | -18%

31) OCC1(CCOc2ccccc2)CCN(Cc2cc(Cl)ccc2O)CC1
32) Cc1cc(OCCCC(=O)NCCc2ccccn2)ccc1Cl
33) Cc1cc(C)c2[nH]c(=O)c(C(c3nnnn3C(C)(C)C)N(Cc3ccco3)CC3CCCO3)cc2c1 (stereo unspecified)
34) O=C(NC1CCCCC1)C(c1ccc(F)cc1)N(CCCN1CCOCC1)C(=O)c1ccc(CN2CCOCC2)o1 (stereo unspecified)
35) CCCCCCNCC1OCc2ccccc2CO1
36) Cc1ccc(C)c(-c2csc(Nc3ncccn3)n2)c1
37) COc1ccc(CN2CCCC(C(=O)N3CCc4ccccc4C3)C2)cc1OC (stereo unspecified)
38) Cc1ccc(C)c(/C(O)=C2\C(=O)C(=O)N(Cc3cccnc3)C2c2cccnc2)c1 (stereo unspecified)
39) O=C(Nc1ccccc1C(=O)O)c1ccc(CN2C(=O)c3ccccc3C2=O)cc1

screen / no. | 31 | 32 | 33 | 34 | 35 | 36 | 37 | 38 | 39
12-LOX inh | ? | -11% | 13% | 3% | 0% | ? | 0.71µM*! | ? | 16%
BAZ2B block | -33% | 5% | 13% | -36% | -4% | -10% | 89µM* | 79µM* | -28%
PI4K2A block | -1 | 0 | 4 | -1 | -6 | 3 | 4 | 9 | 3
GLS inhibitor | -8% | ? | 0% | -4% | -8% | -11% | 3% | 9% | 9%
JMJD2A Tudor inh | -10% | -5% | -24% | -11% | 1% | -1% | 22µM* | -22% | -28%
RGS4 inh | -39% | 11% | 21% | -43% | -24% | -22% | 2%[56.9 µM] | -34% | 0%
G9a inh | 28% | -5%[59 µM] | 1%[12.7 µM] | 5% | 23%[59 µM] | 68%[activator][2.33 µM] | ? | ? | -16%
ERG Ets-DNA blk | -4% | 2% | 1% | 1% | 45%[activator] | 0% | -3% | -7% | 0%
HP1b chromo inh | 28% | 24% | 14% | 51%[activator] | 37% | 55%[activator] | -7% | 17% | 23%

An excerpt, so the mix of outcomes need not match the whole.
